Assay outcomes as filed in PubChem.
NCOA3 inh – human NCOA3 inhibition; inhibition, % at 3.6 µM; hit rate 0.17% among 360,000; Q9Y6Q9; HEK293 GAL4-SRC3 luciferase reporter, luminescence;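 active = inhibition above a per-campaign cutoff, the mean of all compounds plus 3 SD, cut at about 60% in these data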;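 note: 0% = DMSO-treated cells and 100% = gossypol-treated cells at 36 µM; higher means less SRC3-driven luciferase light from the GAL4 reporter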
COUP-TFII inh – inhibitors of human COUP-TFII (NR2F2). P24468. HEK293T NGFI-A luciferase reporter, luminescence. inhibition, % at 8.6 µM. hit rate 0.7% among 370,000. AID 686940;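 active = inhibition above a per-plate cutoff, mean inhibition of test wells between control levels plus 3 SD, cut at about 38% in these data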;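 note: cells cotransfected with COUP-TFII expression vector driving the NGFI-A reporter; 0% = median of COUP-TF2 test wells and 100% = reporter-only cells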
NOD2 RIPK2 PPI – blocks binding of human NOD2 to RIPK2. hit rate 0.38% among 360,000. O43353. CHO BLA complementation NOD2-RIPK2, CCF4 ratio. inhibition, % at 4.98 µM; in the data active = inhibition above about 21%;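 note: 0% = vehicle only and 100% = reference blocker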
Exocytosis inh – lytic granule exocytosis inhibition | hit rate 0.66% among 360,000 | inhibition, % at 10 µM | AID 651702 | TALL-104 LAMP-1 surface exposure, flow cytometry; cells stimulated with thapsigargin and PMA;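 active = inhibition above about 55%, limit read from the data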
ABHD5 PLIN5 PPI – blocks binding of human ABHD5 to perilipin-5; Q00G26+Q8WTS1; Split G. princeps luciferase complementation, luminescence, 4 h; inhibition, % at 4 µM; hit rate 0.78% among 360,000; AID 602281;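 active = inhibition above the mean inhibition across every tested compound plus 3 SD, cut at about 22% in these data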;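 note: 0% = DMSO only wells and the 100% control is not disclosed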
SRC1 inh – inhibitors of human steroid receptor coactivator 1 (SRC1). AID 588354. Q15788. HEK293 GAL4-SRC1 luciferase reporter, luminescence. inhibition, % at 3.6 µM. hit rate 0.12% among 360,000;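 active = inhibition above the campaign mean plus 3 SD, with each screening campaign given its own cutoff, cut at about 60% in these data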;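 note: 0% = DMSO treated cells and 100% = gossypol at 36 µM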
Target sequence (Q15788 whole entry, looked up, the tested form may be a part): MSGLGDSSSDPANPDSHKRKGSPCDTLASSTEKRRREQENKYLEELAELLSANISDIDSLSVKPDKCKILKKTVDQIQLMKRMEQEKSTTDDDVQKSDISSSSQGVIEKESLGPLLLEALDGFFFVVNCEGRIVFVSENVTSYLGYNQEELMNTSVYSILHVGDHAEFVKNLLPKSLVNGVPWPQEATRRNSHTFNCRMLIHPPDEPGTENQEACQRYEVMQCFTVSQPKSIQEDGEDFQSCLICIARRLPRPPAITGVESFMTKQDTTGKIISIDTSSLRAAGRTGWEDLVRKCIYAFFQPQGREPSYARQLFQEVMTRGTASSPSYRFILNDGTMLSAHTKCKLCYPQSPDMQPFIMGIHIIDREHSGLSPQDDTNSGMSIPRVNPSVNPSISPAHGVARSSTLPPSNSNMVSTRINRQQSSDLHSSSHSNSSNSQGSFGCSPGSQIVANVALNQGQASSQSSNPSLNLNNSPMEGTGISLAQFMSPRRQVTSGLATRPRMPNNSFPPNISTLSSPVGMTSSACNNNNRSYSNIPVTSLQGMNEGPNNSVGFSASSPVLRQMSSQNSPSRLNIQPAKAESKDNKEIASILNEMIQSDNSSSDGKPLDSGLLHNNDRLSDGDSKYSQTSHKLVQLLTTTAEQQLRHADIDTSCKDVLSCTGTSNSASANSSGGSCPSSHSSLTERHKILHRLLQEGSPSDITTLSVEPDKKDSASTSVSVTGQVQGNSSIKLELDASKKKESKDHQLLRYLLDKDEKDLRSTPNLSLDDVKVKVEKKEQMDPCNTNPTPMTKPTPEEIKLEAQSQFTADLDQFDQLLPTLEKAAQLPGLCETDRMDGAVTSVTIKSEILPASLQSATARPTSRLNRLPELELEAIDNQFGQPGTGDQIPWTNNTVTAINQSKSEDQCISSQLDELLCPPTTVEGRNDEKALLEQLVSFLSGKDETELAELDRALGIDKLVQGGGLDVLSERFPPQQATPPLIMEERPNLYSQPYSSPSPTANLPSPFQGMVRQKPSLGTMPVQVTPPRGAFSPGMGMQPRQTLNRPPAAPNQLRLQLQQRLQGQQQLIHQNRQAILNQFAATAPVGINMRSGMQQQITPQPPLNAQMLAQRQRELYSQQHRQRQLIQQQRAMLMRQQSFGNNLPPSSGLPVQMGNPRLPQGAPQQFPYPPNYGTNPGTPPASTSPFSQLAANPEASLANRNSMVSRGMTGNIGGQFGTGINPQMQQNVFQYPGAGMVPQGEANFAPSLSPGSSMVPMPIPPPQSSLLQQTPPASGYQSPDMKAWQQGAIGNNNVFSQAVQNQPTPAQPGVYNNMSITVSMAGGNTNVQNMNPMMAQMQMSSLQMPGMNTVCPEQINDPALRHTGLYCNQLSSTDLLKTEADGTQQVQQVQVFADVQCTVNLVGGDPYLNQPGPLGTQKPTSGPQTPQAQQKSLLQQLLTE
TWEAK-Fn14 inh – inhibitors of TWEAK-Fn14 interaction signaling; TWEAK-stimulated Fn14 reporter cells, luciferase luminescence, 8 h; inhibition, % at 10 µM; hit rate 2% among 360,000; AID 1159606; in the data active = inhibition above about 50%
TROY NFkB inh – blocks TROY-dependent signaling in reporter cells; Q293 LMP1-TROYcd NF-kB luciferase reporter, 4 h; inhibition, % at 10 µM; hit rate 0.98% among 360,000;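 active = compounds whose plate-normalised and pattern-corrected inhibition of the luciferase reporter signal at the single screening dose is 50% or more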
LRH-1 inv ag – suppresses constitutive activity of human LRH-1. O00482. HEK293T StAR-luciferase reporter, LRH-1 transfected, 24 h. inhibition, % at 3.6 µM. hit rate 0.13% among 360,000;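 active = inhibition above the mean inhibition of all tested compounds plus 3 SD, cut at about 73% in these data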;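 note: 0% = DMSO wells and 100% = reporter-only cells lacking LRH-1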
TLR9-MyD88 block – TLR9-MyD88 interaction inhibition | CHO BLA complementation TLR9-MyD88, CCF4 FRET ratio | Q9NR96+Q99836 | inhibition, % at 4.98 µM | hit rate 0.21% among 340,000;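 active = inhibition above the mean over all tested compounds plus 3 SD, cut at about 21% in these data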;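 note: 0% = DMSO only wells and 100% = clavulanate BLA inhibitor control wells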
SRC2 inh – human SRC2 (NCOA2) inhibition; Q15596; HEK293 GAL4-SRC2 luciferase reporter, luminescence; inhibition, % at 9 µM; hit rate 0.17% among 370,000; AID 651957;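 active = inhibition above the mean inhibition of all tested compounds plus 3 SD, set per campaign, cut at about 52% in these data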;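 note: 0% = DMSO treated cells and 100% = cells given Gossypol at 36 µM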
* hit, by the source's call; nt = no result given; & = joins results of further samples. The list is partial, so the mix of outcomes need not match the whole.

SMILES	NCOA3 inh	COUP-TFII inh	NOD2 RIPK2 PPI	Exocytosis inh	ABHD5 PLIN5 PPI	SRC1 inh	TWEAK-Fn14 inh	TROY NFkB inh	LRH-1 inv ag	TLR9-MyD88 block	SRC2 inh
Cc1ccc(CNC(=O)C2(NC(=O)Nc3ccc(C)cc3)CCCCC2)cc1	12	-6	-8	0	-3	7	26	1	8	1	-1
CC(=O)Oc1cc(OC(C)=O)c2c(C)cc(=O)oc2c1	13	13	-9	-1	-2	5	6	-6	-5	0	2
CC(C)c1ccc(C2=C(O)c3ccccc3C(=O)C2=O)cc1	5	-11	3	13	1	1	-15	-21	-1	-11	-10
CC(=O)Nc1ccc(NC(=O)C(C)OC(=O)CCC(=O)c2ccc(F)cc2)cc1 (stereo not given)	12	22	1	4	-5	-65	8	-14	-3	3	19
COc1ccccc1-n1cc(C(=O)N2CCCC(CO)(Cc3ccccc3C)C2)cn1 (stereo not given)	-1	-9	0	0	-3	4	-1	-2	7	2	-17
CN(C)S(=O)(=O)c1cccc(-c2cn3cc(Cl)ccc3n2)c1	-13	nt	-7	-5	1	-27	-25	-61	-21	-8	nt
Cc1c(CN2CCN(CC(C)(C)C)C(CCO)C2)[nH]c2ccccc12 (stereo not given)	0	-9	-12	0	-2	-4	10	19	-8	-2	14
NC1=NC[C@H](Cc2ccc(O)cc2)N1CCc1cccc(F)c1	20	-10	-5	28	9	-5	-2	4	14	4	4
Cc1cc(N2CCN(C(=O)c3cccs3)CC2)c(F)cc1[N+](=O)[O-]	7	-18	5	-2	7	13	-9	17	-1	-8	-1
O=C(OCc1cc(=O)n2c(n1)sc1ccccc12)c1ccc2c(=O)n3c(nc2c1)CCC3	-29	15	-1	0	2	0	-5	-4	-10	-1	-8
Cc1ccc2c(c1)C1C3CCC(C3)C1S(=O)N2 (stereo not given)	11	-4	-3	-2	2	-6	-17	1	12	-1	0
COc1cccc(/C=N/N2C(=O)CSC2=S)c1O	-17	-23	4	0	-21	-8	-21	3	-43	1	-62
CCn1c(SCC(=O)N2CCCc3ccccc32)nnc1-c1ccco1	6	6	10	-2	0	-13	-12	18	2	-8	-2
CCOC(=O)C(NCc1ccccc1OC)(NC(C)=O)C(F)(F)F (stereo not given)	7	9	9	1	-3	4	-1	-5	-22	9	-1
CCOc1cc(C(=O)Nc2ccc3c(c2)OCO3)ccc1OCCOc1ccccc1Cl	12	23	-2	-2	3	3	-31	1	-5	-7	-10
Cc1ccc(S(=O)(=O)Nc2ccc(Oc3cccnc3)nc2)cc1	12	14	-7	-5	5	12	-2	-3	9	-1	-29
CCC(=O)c1ccccc1OCCCCn1cncn1	2	-21	-2	2	-1	19	19	-10	7	-1	-9
C[C@H](CO)N1C[C@H](C)[C@@H](CN(C)C(=O)Nc2ccccc2)Oc2c(NC(=O)Nc3ccc(C(F)(F)F)cc3)cccc2C1=O	-15	-7	0	11	-6	5	-8	-11	0	1	4
O=C(NCCc1ccccc1)C(=O)NCC1OCCN1S(=O)(=O)c1ccc(Br)cc1 (stereo not given)	9	19	-8	-5	-2	-1	15	14	-3	-9	23
c1cn2cc(CN3CCOCC3)nc2s1	16	14	-1	-2	2	0	3	15	26	3	-20
Cc1ccc(-n2nc3c(c2NC(=O)C(C)C)CS(=O)(=O)C3)cc1	6	nt	6	-2	-1	12	-8	-2	9	-3	nt
CCN(CC)CCNC(=O)c1ccc(NC(=O)C2CC(=O)N(c3ccc4c(c3)OCCO4)C2)cc1 (stereo not given)	-30	nt	-1	-11	8	-1	0	25	-13	11	nt
CCOC(=O)c1c(C)[nH]c(C)c1S(=O)(=O)NC1CCN(C(=O)OCC)CC1	10	-5	4	0	-1	-7	-8	-1	-4	-1	17
O=C(CSc1nnc(-c2cccs2)o1)OCc1ccccc1	12	12	-10	-2	7	2	-2	1	14	0	0
O=C(CCC1CCCCC1)NCc1ccccn1	-5	-13	-4	-3	4	-5	1	13	1	-3	22
COc1cccc(C(=O)Nc2ccc3nc(N4CCOCC4)cc(C)c3c2)c1	-7	3	-14	18	8	-3	-11	-34	-7	-4	-2
C/C(=N\OCc1ccc(C#N)cc1)c1ccccc1	-12	-24	-4	2	6	-26	-26	-127	-27	-5	-27
CCOC(=O)Cc1c(C)nc2c(-c3ccc(OC)cc3)c(C)nn2c1C	19	-3	-5	-1	-1	-24	15	7	-1	4	15
CC(C)NC(=O)c1ccccc1N(Cc1ccccc1)S(C)(=O)=O	-1	12	-13	0	-3	9	0	17	9	3	3
CS(=O)(=O)c1ccc2sc(NC(=O)c3cc4ccccc4o3)nc2c1	-40	5	-8	-6	-2	-38	-3	-42	0	-3	-26
CN(Cc1ccccc1)Cc1nc2c(c(=O)n(C)c(=O)n2C)n1Cc1ccc(F)cc1	-14	-5	4	0	-6	-2	-17	-7	6	-3	5
Cc1ccc(-c2nnnn2C2C/C(=N\NC(N)=S)C3OCC2O3)cc1 (stereo not given)	14	-22	-2	-10	1	-16	3	-4	-12	3	-18
CCn1ncc(/C=N/N=C2\CCC3C4CCc5cc(O)ccc5C4CCC23C)c1C (stereo not given)	-3	9	-1	3	3	-3	-1	12	3	-3	-3
O=C(N/N=C/c1cccc([N+](=O)[O-])c1O)C(O)(c1ccccc1)c1ccccc1	-5	1	11	7	7	2	-13	18	-30	-10	-25
CCN(Cc1ccccc1)C(=O)Cn1c(=O)n(CCC(=O)N2CCCCC2)c(=O)c2sccc21	-1	-5	-6	1	2	-8	6	-8	11	-15	5
O=C(O)c1ccc(NC(=O)c2ccc(COc3ccccc3)o2)cc1	1	-17	-3	-2	-8	-11	19	16	-17	2	-14
COc1ccc(S(=O)(=O)NC2CCSc3ccccc32)cc1OC (stereo not given)	-5	4	-2	6	-4	-36	1	-10	-15	-8	-4
O=C(CCl)N(c1ccccc1)C1CCS(=O)(=O)C1 (stereo not given)	55	6	-7	2	2	50	53*	5	56	1	45
COc1cc(C2C(C#N)=C(N)Oc3c2ccc2ccccc32)ccc1OCC(=O)Nc1ccc(C)cc1 (stereo not given)	12	-7	-1	-6	3	2	-20	20	-9	-4	2
O=C(c1cc(-c2ccco2)on1)N1CCOCC1	-40	-21	-4	-3	2	-25	8	-48	-61	-4	4
COc1cccc(C=Nc2cc(C)on2)c1O	-7	-9	-6	1	-7	-46	10	-3	-7	0	-3
CC(C)(C)c1ccc(C(=O)NCC(=O)OCc2ccc([N+](=O)[O-])cc2)cc1	-1	18	-1	7	-3	3	-11	16	2	-8	-10
Cc1ccc(CN2CCC(CNC(=O)Nc3ccccc3F)CC2)cc1	6	9	-2	20	-2	15	-7	12	4	13	-10
CC(C)NC(=O)CN1CCN(C(=O)CCl)CC1	2	14	7	0	1	1	-4	-11	43	0	-17
CCOc1ccc(S(=O)(=O)Nc2nc3ccccc3nc2Nc2ccc(N3CCOCC3)cc2)cc1	19	-4	2	-2	2	4	26	22	-21	-2	6
CCOC(=O)Cc1c(C)nc2c(-c3ccccc3)c[nH]n2c1=O	-15	-5	-7	0	-9	3	-10	-2	4	4	6
C=CCNc1ncnc2c1ncn2[C@H]1CN(Cc2ccc(F)cc2)C[C@@H](CO)O1	11	-16	0	16	-1	9	18	-4	-15	nt	-15
COc1ccc(OC)c(NC(=O)CN(Cc2ccccc2)S(C)(=O)=O)c1	5	-22	3	-8	-4	-5	-5	-5	4	-4	-7
CCOCCOC(=O)C(C)Oc1ccc(Oc2nc(Cl)ccc2Cl)cc1 (stereo not given)	5	-1	-4	-1	5	13	6	-16	-3	-7	9
CC(C)OCCCNC(=O)NC(=O)c1ccc(Cl)cc1	-25	-37	-8	2	-8	-43	-2	-14	-40	-3	2
Next part.
SMILES	NCOA3 inh	COUP-TFII inh	NOD2 RIPK2 PPI	Exocytosis inh	ABHD5 PLIN5 PPI	SRC1 inh	TWEAK-Fn14 inh	TROY NFkB inh	LRH-1 inv ag	TLR9-MyD88 block	SRC2 inh
COc1ccc(N2CCN(CCNS(=O)(=O)c3ccc(C)cc3)CC2)cc1	-5	-2	-10	4	4	9	-6	6	22	-2	0
COC(=O)c1cc(NC(=O)C2COc3ccccc3O2)ccc1Cl (stereo not given)	14	-19	-2	2	-1	-1	2	-49	-18	4	-31
Cc1ccc(OCCCN2CCCC2)c(C)c1	2	-14	-1	0	0	-3	-3	4	-6	-1	9
COC(=O)Nc1nnc(-c2ccccc2Cl)s1	-40	-44	13	-1	-6	-92	-2	-39	-107	-2	-28
CC(C)(C)C(=O)Nc1ccc(-c2nc3ccccc3c(=O)o2)cc1	2	-3	-4	-1	2	10	-5	-40	-20	1	-8
O=C(CN1CCN(c2ccc(Cl)cc2)CC1)Nc1ccc(F)cc1	14	-2	10	1	7	16	1	-20	-7	5	-1
CC1CCc2c(sc(NC(=O)c3cccn3C)c2C(N)=O)C1 (stereo not given)	-49	-48	2	-7	-11	-56	17	-28	-60	-6	-45
COc1ccc(-c2cc(C(=O)N3CC(C)CC(C)C3)c3ccccc3n2)cc1OC (stereo not given)	8	15	2	-2	-2	1	0	0	-9	-10	-9
OCCNC1=NCCN1	0	5	-8	-1	3	-10	5	-5	10	-11	-9
Nc1nc2c(Cl)cc(Cl)cc2s1	6	-8	15	-1	-7	2	-9	-8	-9	4	-23
CCOC(=O)c1c(N)sc(N)c1C(=O)OCC	13	1	-2	5	-6	-15	11	-7	8	6	-6
NS(=O)(=O)c1ccc(NC(=O)CCCCCN2C(=O)c3ccccc3C2=O)cc1	-14	20	-1	1	-2	-18	0	-9	10	-9	-13
COC(=O)/C(C#N)=C\c1c(OC)[nH]c2ccccc12	43	1	12	-5	-2	0	-2	-13	9	-3	-4
Cc1ccc(C)c(C(=O)NC(C)c2ccc(-n3ccnc3)cc2)c1 (stereo not given)	-4	10	-4	8	1	-18	0	0	-6	-3	-24
COc1ccc2nnc(-c3ccc(C(F)(F)F)cc3)n2n1	4	3	-6	-6	-2	-34	61*	-12	10	-2	-15
C=CCc1ccccc1OCC(O)CN1CCN(c2ccccc2OC)CC1 (stereo not given)	-3&6	14&16	1&9	-1&-7	-3&10	13&-22	0&6	3&-1	-8&9	-2&-7	-14&11
CC(C)COc1cccc(C(=O)Nc2ccc(S(=O)(=O)N3CCOCC3)cc2)c1	19	17	-1	0	-13	-1	-36	24	-2	0	-12
CN(CC(=O)Nc1c(Cl)cccc1Cl)C(=O)c1cc2ccccc2cc1O	18	2	-7	-6	-1	7	0	3	-13	9	-21
Cc1ccc(C(=O)N(c2c(C)n(C)n(-c3ccccc3)c2=O)C(C)C)cc1	-5	nt	0	0	1	9	-13	-8	4	-4	nt
COC(=O)c1cn(CCOc2ccccc2)c2ccccc12	-30	3	-13	-1	0	-29	-31	-64	-52	-8	-43
CCCCCc1c(-c2ccccc2OC)ncn1CCc1ccccc1OC	nt	25	14	68*	4	nt	52*	56*	14	nt	14
NC(=O)c1ccc(NC(=O)COC(=O)CCC(=O)c2ccc(Cl)cc2)cc1	7	20	-7	-7	3	-7	6	10	-6	2	-1
